Giardia FBPA inh = Giardia lamblia aldolase inhibition | Potency, µM (highest dose often 59.6 µM), for the others: top-dose activity, negative = inhibition, actives largely listed as inhibitors | purified Giardia FBPA | actives 0.71% (n = 290,000) | A8B2U2; active means well fitted inhibition curve with a large enough effect; inconclusive means small, poorly fitted or top-dose-only effect, or effect the other way; further: nearly all actives have a fitted effect of over 55% in size
Target sequence (A8B2U2 whole entry, looked up): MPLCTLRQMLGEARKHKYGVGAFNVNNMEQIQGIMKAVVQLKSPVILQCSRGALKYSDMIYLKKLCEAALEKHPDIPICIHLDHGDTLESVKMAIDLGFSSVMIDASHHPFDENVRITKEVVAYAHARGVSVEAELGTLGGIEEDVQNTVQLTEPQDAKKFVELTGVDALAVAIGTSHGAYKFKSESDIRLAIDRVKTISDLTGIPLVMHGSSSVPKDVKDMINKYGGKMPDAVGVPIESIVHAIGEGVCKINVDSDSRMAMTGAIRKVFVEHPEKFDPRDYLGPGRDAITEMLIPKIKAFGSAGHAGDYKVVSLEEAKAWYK
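Giardia FBPA (40 nM reagent) was preincubated 10 min at RT with compound (up to 57.5 uM final), then substrate plus GAPDH/TPI/NAD/arsenate coupling system with diaphorase/resazurin was added; resorufin fluorescence (525/598 nm) was read after 20 min.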
* = called active by the depositor; ? = inconclusive; & = joins results of further samples; [ ] = another dose, or the depositor's remark. On the % scale 0 is the no-effect control and ±100 the full control effect; potency means the concentration at half of the fitted maximal effect.

nr	mol	Giardia FBPA inh
1	CCCCCCCCN=C(N)c1ccc(C(=O)OCC2CCCCC2)cc1	-4.6%
2	CC(=O)OC1CC[C@]2(C)C(CC(OC(C)=O)[C@]3(C)C2CC[C@@]2(C)C(c4ccoc4)OC(=O)C4O[C@]432)C1(C)C (stereo partly drawn)	-1.4%
3	C[C@@](Cc1ccccc1)(NC(=O)CN)c1ccccc1	1.0%
4	COC(=O)C(C(=O)OC)C(Cc1cc(F)cc(F)c1F)NC=O (stereo not drawn)	0.6%
5	Cc1ccc2nsnc2c1S(=O)(=O)Nc1cccc2cccnc12	-29.0%
6	CN(C)c1ccc(-c2ccc3ncnc(NC4CC4)c3c2)cc1	-9.3%
7	CCn1c(=O)c2[nH]c(-c3ccccc3)nc2n(CC)c1=O	-2.6%
8	COc1ccc(-n2c(=O)c(-c3ccc(Cl)cc3)nc3cncnc32)cc1	-1.7%
9	COC(=O)C1=C(C(=O)OC)[C@@H]2N(C)c3ccc(OC)cc3[C@@]23C[C@@H](C(=O)OC)N(S(=O)(=O)c2ccc(C#N)cc2)C3=N1	0.9%[12.9 µM]
10	CC[C@]1(O)C(=O)OCc2c1cc1n(c2=O)Cc2cc3ccccc3nc2-1	-0.4%
11	CC(C)ON(C(C(=O)NO)C(C)C)S(=O)(=O)c1ccc(-c2ccccc2)cc1 (stereo not drawn)	0.4%
12	CO[C@H]1COC(=O)C/C=C\[C@H](C)[C@@H](OC)COC(=O)[C@H](Cc2ccccc2)NC(=O)C/C=C\[C@@H]1C	5.1%[12.9 µM]
13	CC(=O)Nc1ccc(SCC(Cc2ccccc2)N2CCN(CC(C)C)CCC2=O)cc1 (stereo not drawn)	7.8%
14	CCC/C=C(\CCC)C(NC(=O)c1ccc(-c2ccccc2)cc1)c1ccc(C(=O)OC)cc1 (stereo not drawn)	3.5%
15	Clc1ccccc1CNCC1CCC(CNCc2ccccc2Cl)CC1 (stereo not drawn)	-3.5%
16	COC1=CC(C)C2CC3OC(=O)CC4C(C)=C(OC)C(=O)C([C@]2(C)C1=O)[C@]34C (stereo partly drawn)	0.7%
17	Cc1nc(N=Nc2cc(S(=O)(=O)O)c3cc([N+](=O)[O-])cc(S(=O)(=O)O)c3c2)c(COP(=O)(O)O)c(C=O)c1O	17.7%&-9.4%
18	Cn1ccnc1	1.2%
19	COC(=O)C1=C(C)NC(C)=C(C(=O)OCCSc2ccccc2)C1C (stereo not drawn)	-10.6%
20	O=C(O)c1ccc(-c2ccccc2C(F)(F)F)s1	19.1%[89.2 µM]
21	CN1[C@@H]2CC[C@H]1CC(OC(=O)c1cc(Cl)cc(Cl)c1)C2 (stereo partly drawn)	7.2%
22	NC(CCC(=O)NCS(=O)(=O)O)C(=O)O (stereo not drawn)	2.6%
23	CN1CCN(c2ncc3nc(-c4cc(F)cc(F)c4)c(=O)n(Cc4cccs4)c3n2)CC1	-6.4%
24	CCN(CC)CCC(c1ccc(N(C)C)cc1)c1c(OC)cc(OC)c2c(C)cc(=O)oc12 (stereo not drawn)	-8.8%
25	CC(C)c1ccccc1S(=O)(=O)c1cc(N)c2ncccc2c1[N+](=O)[O-]	-12.2%
26	CCN(CC)CCCCn1c(-c2ccccc2)nc2c(Nc3ccccc3)nc(C)nc21	3.2%
27	CC(=O)N1CCC2(CC1)CCN(C(c1ccccc1)c1ccccc1)CC2	7.3%
28	COC(=O)N1CCC[C@@]2(CCN(c3ccncc3)C2)C1	1.9%
29	CC(C)c1cc2c(c(O)c1O)[C@@]1(C(=O)O)CCCC(C)(C)[C@@H]1CC2	9.98µM*
30	Cc1noc(C)c1-c1nccc(N(C)C)n1	3.7%
31	O=c1cnc2cnc(OCc3ccccc3)nc2n1CCc1ccccc1	-0.5%
32	CN1CCCC1CCO[C@@](C)(c1ccccc1)c1ccc(Cl)cc1 (stereo partly drawn)	2.8%
33	Cc1ccc(C2CC(=O)Oc3c(C(C)C)ccc(C)c32)cc1 (stereo not drawn)	10.3%[89.2 µM]
34	CN1CCN(c2ncc3nc(-c4ccc(F)cc4)c(=O)n(Cc4cccs4)c3n2)CC1	-1.3%
35	CCCCS(=O)(=O)N1C2=NC(C(=O)OC)=C(C(=O)OC)[C@@H]3Nc4ccccc4[C@]23C[C@H]1C(=O)OC	4.7%[12.9 µM]
36	C[C@@H](C(=O)Nc1ccc2ccccc2c1)[C@@H]1C[C@@]1(C)[C@@H](NC(=O)Oc1ccc(F)cc1)c1ccccc1	-2.3%

Two entries picked at random from those above:
nr	mol	Giardia FBPA inh
31	O=c1cnc2cnc(OCc3ccccc3)nc2n1CCc1ccccc1	-0.5%
27	CC(=O)N1CCC2(CC1)CCN(C(c1ccccc1)c1ccccc1)CC2	7.3%

The list continues:
nr	mol	Giardia FBPA inh
37	COc1ccc(OC2C(O)COC2/C=C/C#Cc2ccc(F)cc2F)cc1 (stereo not drawn)	-0.8%&-1.4%[12.9 µM]
38	CC1=C(/C=C/C(C)=C/C=C/C(C)=C/C=C/C=C(C)/C=C/C=C(C)/C=C/C(=O)[C@]2(C)C[C@@H](O)CC2(C)C)C(C)(C)C[C@H](O)C1	4.4%
39	Cc1nc2cnc(Nc3ccccc3)nc2n(Cc2cccs2)c1=O	-3.4%
40	CC(=O)OC1CC(OC(C)=O)[C@]2(C)C(CC(OC(C)=O)[C@@]3(C)C4=CC(=O)OC(c5ccoc5)[C@]4(C)CCC32)C1(C)C (stereo partly drawn)	3.0%
41	Cc1cc(O)cc(=O)o1	-2.1%
42	CCCn1c(-c2ccc(F)cc2)nc2c(NCC3CCCN3CC)nc(C)nc21 (stereo not drawn)	-0.9%
43	CNc1ncnc2ccc(-c3cccc(OC)c3)cc12	-0.1%
44	CCCn1c(C)nc2c(Nc3ccccc3)nc(C)nc21	1.8%
45	COc1ccc(C2/C=C\CC(NC(=O)OCC3c4ccccc4-c4ccccc43)CC(=O)N2Cc2cccc(F)c2)cc1 (stereo not drawn)	-1.9%
46	CC(C)C[C@@H](CC(=O)N[C@@H](CCCN)CC(=O)N[C@@H]1CCNC[C@H]1C(=O)N[C@H](CC(=O)N[C@@H](CCC(=O)O)CC(=O)O)Cc1c[nH]c2ccccc12)NC(=O)[C@@H]1CCCC[C@H]1N	-26.6%
47	CCCCC/C=C\C/C=C\CCCCCCCC(=O)NC(C)C(=O)O (stereo not drawn)	4.3%
48	CO[C@H]1COC(=O)[C@@H](Cc2ccccc2)NC(=O)[C@@H](C)COC(=O)C/C=C\[C@@H]1C	3.8%[12.9 µM]

Part of the list above in another layout.
44) CCCn1c(C)nc2c(Nc3ccccc3)nc(C)nc21
  Giardia FBPA inh: 1.8%
42) CCCn1c(-c2ccc(F)cc2)nc2c(NCC3CCCN3CC)nc(C)nc21 (stereo not drawn)
  Giardia FBPA inh: -0.9%
39) Cc1nc2cnc(Nc3ccccc3)nc2n(Cc2cccs2)c1=O
  Giardia FBPA inh: -3.4%
47) CCCCC/C=C\C/C=C\CCCCCCCC(=O)NC(C)C(=O)O (stereo not drawn)
  Giardia FBPA inh: 4.3%

(continued)
nr	mol	Giardia FBPA inh
49	O=c1cnc2cnc(Nc3ccccc3)nc2n1CCc1ccccc1	4.0%
50	CC(=O)OCC(NC(=O)C(C)NC(=O)OC(C)(C)C)C1OC(n2ccc(=O)[nH]c2=O)C(OC(C)=O)C1OC(C)=O (stereo not drawn)	-1.0%
51	O=c1cnc2cnc(Nc3ccccc3)nc2n1C[C@H]1CCCO1	-9.5%
52	COC(=O)/C(C)=C\CC12OC(C)(C)C3CC(C=C4C(=O)c5c(OC)c6c(c(CC=C(C)C)c5OC431)OC(C)(CCC=C(C)C)C=C6)C2=O (stereo not drawn)	-17.5%
53	CN(C)c1ccc(-c2c(C3C4C=CCCC4(C)C(=O)N3Cc3ccccc3)ccc3ccccc23)cc1 (stereo not drawn)	-1.8%
54	C=CCN1c2ccccc2[C@]23C[C@@H](C(=O)OC)N(S(=O)(=O)c4ccc5c(c4)OCCN5C)C2=NC(C(=O)OC)=C(C(=O)OC)[C@H]13	-1.1%[12.9 µM]
55	O=C(OCC1OC(OC(=O)c2cc(O)c(O)c(OC(=O)c3cc(O)c(O)c(O)c3)c2)[C@@H](OC(=O)c2cc(O)c(O)c(OC(=O)c3cc(O)c(O)c(O)c3)c2)C(OC(=O)c2cc(O)c(O)c(OC(=O)c3cc(O)c(O)c(O)c3)c2)C1OC(=O)c1cc(O)c(O)c(OC(=O)c2cc(O)c(O)c(O)c2)c1)c1cc(O)c(O)c(OC(=O)c2cc(O)c(O)c(O)c2)c1 (stereo partly drawn)	3.54µM*
56	CC1(C)OC2CC3C4CCC5=CC(=O)CCC5(C)C4(F)C(O)CC3(C)[C@]2(C(=O)CCl)O1 (stereo partly drawn)	2.8%
57	CSCC[C@H](NC(=O)[C@H](CC(C)C)NC(=O)[C@@H](Cc1cnc[nH]1)NC(=O)[C@H](Cc1ccccc1)NC(=O)[C@@H](Cc1ccccc1)NC(=O)[C@@H](N)Cc1ccc(O)cc1)C(N)=O	0.7%
58	Oc1ccc2c3c1O[C@H]1c4c(c5ccccc5n4Cc4ccccc4)C[C@]4(O)[C@H](C2)N(CC2CC2)CC[C@@]314	-0.2%
59	COc1ccc2c(c1)O[C@H](c1ccc3c(c1)OCO3)[C@@H](OC(=O)NS(=O)(=O)c1ccc(F)cc1)C2=O	0.3%
60	Clc1ccc(Sc2cc(Cl)c(Cl)cc2Cl)cc1	-2.2%
61	COC(=O)NC(c1cccc(C)c1)[C@]1(C(C)=O)CCOC1=O (stereo partly drawn)	1.0%[12.9 µM]
62	CC(=O)OCC(=O)[C@]1(O)C(OC(C)=O)CC2C3CCC4=CC(=O)C=C[C@@]4(C)[C@]3(F)C(O)C[C@]21C (stereo partly drawn)	0.4%
63	COC(=O)[C@@H]1C[C@@]2(O)[C@@H](O)[C@@H](O)[C@@H](O)C[C@H]2N1Cc1cccnc1	-6.8%
64	CCCCC1=CC2=C(c3ccco3)C(=O)C(C)(OC(=O)c3ccc(OC)cc3)C(=O)C2=CN1CCc1c[nH]c2ccccc12 (stereo not drawn)	-11.0%[12.9 µM]
65	C=C(C)C(=O)c1ccc2c(c1)OCO2	0.9%
66	COc1cc(OC)c2c(c1Cl)OC1(C2=O)C(O)=CC(=O)CC1C (stereo not drawn)	-0.5%
67	O=S(=O)(c1ccccc1)N1CCC2(CCCN(Cc3ccncc3)C2)CC1	0.1%
68	COc1c(O)cc2c(-c3ccccc3)cc(=O)oc2c1OC	3.7%
69	CC1CC2CC(=O)C3CCCN4CCCC2[C@]34C1 (stereo partly drawn)	-4.5%
70	COc1ccccc1CN1CCCC2(CCN(C(=O)c3csnn3)CC2)C1	-16.1%
71	CC(=O)/C=C\C1[C@]2(C)CCCC(C)(C)C2CC[C@@]1(C)O (stereo partly drawn)	-1.2%
72	CCCCC[C@H](O)/C=C/[C@@H]1[C@@H](CC(=O)CCC(=O)O)[C@@H](O)C[C@H]1O	-0.1%
73	C=CC[C@@H]1C=C[C@@H](O/N=C\c2ccc(C(=O)N3[C@H](c4ccc(C)cc4)[C@@H](C)CC[C@H]3C(=O)OC)cc2)[C@@H](CO)O1	1.5%[12.9 µM]
74	COC(=O)C/C=C\[C@@H](C)[C@@H](/C=N\OCC[C@@H]1C=C[C@H](OC(C)=O)[C@H](COC(C)=O)O1)OC	1.3%[12.9 µM]
75	CCCCC[C@H](O)/C=C/C=C\C=C\C=C\[C@@H](O)[C@@H](O)CCCC(=O)O	0.4%
76	COc1ccc(CNc2ccnc(-c3ccccc3OC)n2)c(OC)c1	5.3%
77	C[C@@]1(C(NC(=O)c2ccccc2)c2ccc(-c3ccccc3)cc2)C[C@H]1C1CCCCC1 (stereo partly drawn)	-0.9%
78	CC1=C2C(=CO[C@H](C)[C@H]2C)C(=O)C(C(=O)O)=C1O	?
79	NNc1nnc(NN)c2ccccc12	?
80	N#Cc1ccccc1-c1ccc2ncnc(NCc3ccccc3)c2c1	-29.4%
81	COC(=O)C1=C(C(=O)OC)[C@@H]2N(C)c3ccccc3[C@@]23C[C@@H](C(=O)OC)N(S(=O)(=O)c2ccc(C#N)cc2)C3=N1	2.8%[12.9 µM]
82	c1ccc(Nc2nc(-c3ccc4c(c3)OCO4)nc3ccccc23)cc1	-24.4%

Some of these compounds in order of heavy-atom count, highest first:
nr	mol	Giardia FBPA inh
81	COC(=O)C1=C(C(=O)OC)[C@@H]2N(C)c3ccccc3[C@@]23C[C@@H](C(=O)OC)N(S(=O)(=O)c2ccc(C#N)cc2)C3=N1	2.8%[12.9 µM]
77	C[C@@]1(C(NC(=O)c2ccccc2)c2ccc(-c3ccccc3)cc2)C[C@H]1C1CCCCC1 (stereo partly drawn)	-0.9%
80	N#Cc1ccccc1-c1ccc2ncnc(NCc3ccccc3)c2c1	-29.4%
75	CCCCC[C@H](O)/C=C/C=C\C=C\C=C\[C@@H](O)[C@@H](O)CCCC(=O)O	0.4%
78	CC1=C2C(=CO[C@H](C)[C@H]2C)C(=O)C(C(=O)O)=C1O	?
79	NNc1nnc(NN)c2ccccc12	?

Screening results deposited in PubChem by National Center for Advancing Translational Sciences (NCATS).

Only part of the results is shown, so the mix of outcomes need not match the whole.
